AHR activator = AHR activators, primary screen, cell-based, luminescence, luciferase reporter, human; AHR-responsive luciferase reporter cells; activation, % at 5 µM; 2.5% of 320,000 active; in the data active = activation above about 47%;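 also: 0% = vehicle wells and 100% = reference agonist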
Target sequence (P35869 whole entry, looked up): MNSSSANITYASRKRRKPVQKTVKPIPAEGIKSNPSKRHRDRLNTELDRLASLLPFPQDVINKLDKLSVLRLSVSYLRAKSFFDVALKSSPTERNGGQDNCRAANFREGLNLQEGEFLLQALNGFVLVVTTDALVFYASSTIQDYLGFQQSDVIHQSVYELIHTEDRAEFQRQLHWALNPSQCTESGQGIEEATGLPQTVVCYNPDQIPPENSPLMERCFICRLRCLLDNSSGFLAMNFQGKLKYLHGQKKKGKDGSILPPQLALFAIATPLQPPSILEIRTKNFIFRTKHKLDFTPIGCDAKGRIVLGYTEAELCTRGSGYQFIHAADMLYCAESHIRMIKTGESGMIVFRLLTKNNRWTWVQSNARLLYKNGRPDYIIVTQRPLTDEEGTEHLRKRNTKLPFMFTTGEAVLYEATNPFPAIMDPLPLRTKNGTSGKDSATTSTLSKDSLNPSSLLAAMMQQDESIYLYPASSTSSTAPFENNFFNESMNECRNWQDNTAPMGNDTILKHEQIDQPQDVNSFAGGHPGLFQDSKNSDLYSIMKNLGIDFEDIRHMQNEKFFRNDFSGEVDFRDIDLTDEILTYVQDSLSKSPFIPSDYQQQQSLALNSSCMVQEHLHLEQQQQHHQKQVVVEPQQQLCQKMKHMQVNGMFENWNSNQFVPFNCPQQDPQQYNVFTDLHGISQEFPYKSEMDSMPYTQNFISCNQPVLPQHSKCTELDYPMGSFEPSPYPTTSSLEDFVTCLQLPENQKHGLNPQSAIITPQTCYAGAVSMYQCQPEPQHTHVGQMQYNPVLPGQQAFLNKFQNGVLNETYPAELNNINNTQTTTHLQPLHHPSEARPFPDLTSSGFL
LAP4 TOR yeast = modulators of LAP4-GFP expression in yeast, primary screen, S. cerevisiae, multiplex flow cytometry, MLPCN library | 0.34% of 320,000 active | AID 2023, 2009 | GFP response vs DMSO, % at 10 µM | 3 h; median GFP as percent of DMSO wells;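 active = GFP response vs DMSO above a set limit, about the screen mean plus 3 SD, cut at about 150% in these data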
CR mimetic SO = reduction of superoxide in aged yeast, primary screen, HTS; superoxide response (% of plate mean), % at 10 µM; S. cerevisiae aged cells, superoxide DHE fluorescence; active compounds read low; AID 2690, 2010; 0.18% of 330,000 active;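 active = superoxide response under a set limit, about three screen SD below normal, cut at about 65% in these data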;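 also: yeast aged for seven days with compound at 30 °C before DHE staining; 100% = average MFI of all compound-treated wells on the plate with controls excluded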
Efflux pump inh = inhibitors of Candida efflux pumps in yeast, primary screen, S. cerevisiae, Nile Red, multiplex. S. cerevisiae Candida pump triplex. inhibition, % at 10 µM. 0.44% of 330,000 active. AID 485275, 2010;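 active = plate passing quality check with inhibition over a set limit, or well fluorescence over plate mean plus 4 SD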;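 also: Nile Red retained in pooled yeast measured as flow cytometry median fluorescence; 0% = buffer negative control and 100% = Enniatin B positive control; higher means more Nile Red kept so more efflux inhibition; some compounds called inactive have numbers as strong as hits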
AGP1 TOR yeast = modulators of AGP1-GFP expression in yeast TOR pathway, primary screen, cell-based, multiplex flow cytometry, S. cerevisiae, MLPCN library. 3 h; GFP as percent of DMSO wells. GFP response vs DMSO, % at 10 µM. 0.02% of 320,000 active. AID 2066, 2009;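 active = GFP response relative to DMSO above a set limit, near screen average plus 3 SD, cut at about 150% in these data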;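 also: median GFP channel fluorescence of the gated AGP1 strain per well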
MEP2-GFP yeast = modulators of MEP2-GFP levels in yeast, primary screen, S. cerevisiae, multiplex flow cytometry, MLPCN library; 0.51% of 330,000 active; S. cerevisiae MEP2-GFP strain, 3 h; 100% = DMSO control level; GFP response vs DMSO, % at 10 µM;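 active = GFP response versus DMSO above a set limit, roughly screen mean plus 3 SD, cut at about 180% in these data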;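 also: median GFP fluorescence of the barcode-gated MEP2-GFP cells per well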
CIT2-GFP yeast = modulators of CIT2-GFP expression in yeast, primary screen, S. cerevisiae, GFP fusion, multiplex flow cytometry, MLPCN library | S. cerevisiae CIT2-GFP strain, 3 h; 100 means same as DMSO wells | GFP response vs DMSO, % at 10 µM | 0.065% of 320,000 active | AID 2029, 2009;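 active = GFP response relative to DMSO above a set limit, near the screen mean plus 3 SD, cut at about 150% in these data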;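 also: ratio of well median GFP fluorescence to mean of DMSO wells on the plate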
RPL19A TOR yeast = RPL19A-GFP expression modulators in yeast, primary screen, cell-based, S. cerevisiae, multiplex flow cytometry, MLPCN; S. cerevisiae RPL19A-GFP strain, 3 h; active compounds read low; percent response vs DMSO, % at 10 µM; 0.3% of 330,000 active; AID 2025, 2009;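 active = percent response vs DMSO below 50%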;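 also: median channel GFP fluorescence of the barcoded RPL19A-GFP strain; ratio of sample median GFP to plate DMSO average so 100% = DMSO; lower means less RPL19A-GFP as with rapamycin TOR inhibition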
Starred values were filed as active, the others as inactive; . = no result given; [ ] = remark or other dose.

SMILES | AHR activator | LAP4 TOR yeast | CR mimetic SO | Efflux pump inh | AGP1 TOR yeast | MEP2-GFP yeast | CIT2-GFP yeast | RPL19A TOR yeast
CCN(CC(=O)Nc1ccccc1C(F)(F)F)C(=O)CN1C(=O)NC(C)(c2ccccc2)C1=O (configuration not stated) | 4 | 103 | 93 | 0.0 | 105 | 99 | 97 | 98
CCCCn1c(N)c(N(CC(C)C)C(=O)C2CCN(C(=O)c3ccc(F)cc3)CC2)c(=O)[nH]c1=O | 7 | 98 | 103 | -0.1 | 101 | 93 | 99 | 95
O=C(CNC(=O)c1ccco1)Nc1cc(Cl)ccc1N1CCOCC1 | 6 | 103 | 101 | 0.3 | 99 | 96 | 95 | 97
CC(C)(C)c1nc(S(=O)(=O)c2ccc(Cl)cc2)c(N2CCOCC2)o1 | 1 | 110 | 86 | -0.1 | 106 | 102 | 115 | 107
O=C(Nc1ccc(Oc2cccnc2)cc1)C1CCN(Cc2cccc(Cl)c2)CC1 | 2 | 89 | 86 | 0.0 | 80 | 107 | 91 | 89
CCc1ccc(C(=O)Nc2ccc(OC)c(S(=O)(=O)N3CCCCC3)c2)cc1 | 3 | 100 | 123 | 0.1 | 96 | 98 | 92 | 97
O=C(COc1ccc(F)cc1)N(Cc1ccc(Cl)cc1)C1CCS(=O)(=O)C1 (configuration not stated) | 4 | 95 | 92 | -0.1 | 101 | 103 | 99 | 99
COCc1cc(C)[nH]c(=O)c1C#N | 7 | 98 | 96 | 0.1 | 103 | 88 | 103 | 99
CCOc1nc(-c2ccccc2)ccc1-c1noc(COC)n1 | 13 | 110 | 102 | 0.0 | 102 | 105 | 92 | 101
COc1ccc(-c2csc(NC(=O)CCN3C(=O)C4CC=CCC4C3=O)n2)cc1OC (configuration not stated) | 12 | 118 | 88 | -0.1 | 108 | 97 | 99 | 95
S=C(NCc1ccco1)NCC1CCCO1 (configuration not stated) | 1 | 87 | 96 | -0.3 | 98 | 98 | 100 | 95
CCSc1nnc(-c2cccc(S(=O)(=O)N(C)C)c2)n1-c1cc(OC)ccc1OC | -3 | 102 | 89 | -0.1 | 99 | 101 | 99 | 100
O=C(COc1coc(CN2CCN(c3ccccc3)CC2)cc1=O)NC1CCCCC1 | -2 | 109 | 111 | 0.2 | 105 | 105 | 95 | 103
Cc1ccc(OC(F)F)c(NC(=O)Nc2cccc(C(F)(F)F)c2)c1 | 23 | 111 | 117 | -0.1 | 103 | 117 | 108 | 103
CC(C)N1C(=O)C(=O)N(CC(=O)N2CCc3ccccc32)C1=O | 11 | 98 | 94 | -0.3 | 96 | 95 | 95 | 95
COc1ccccc1CC(=O)N1CCN(S(=O)(=O)c2ccccc2)CC1 | 3 | 88 | 105 | 0.1 | 98 | 109 | . | 108
CC(C)Sc1cc(N2CCOCC2)nc(-c2ccc(Cl)cc2)n1 | 1 | 98 | 99 | 0.0 | 102 | 103 | 100 | 101
O=C(Nc1cc2c(cc1Cl)OCCCO2)c1ccco1 | 0 | 97 | 108 | 0.3 | 102 | 105 | 95 | 104
COc1cc(/C=N/NC(=O)c2cc(-c3ccco3)nc3ccccc23)cc(OC)c1O | 13 | 101 | 106 | 0.0 | 110 | 108 | 111 | 102
Cc1ccc(C(=O)NCC(=O)OCC(=O)c2ccc3c(c2)NC(=O)CO3)cc1 | 1 | 105 | 101 | -0.1 | 107 | 106 | . | 101
NC(=O)CC(NC(=O)Cc1cccc2ccccc12)c1ccc(NCc2ccccn2)c([N+](=O)[O-])c1 (configuration not stated) | 1 | 104 | 100 | 0.1 | 83 | 94 | 78 | 95
COc1ccc(OC)c(CN2CCCC(CCC(=O)N(C)CCc3ccccn3)C2)c1 (configuration not stated) | 3 | 92 | 91 | 0.3 | 89 | 105 | 92 | 99
Cc1nc2ccc(Br)cc2c(=O)n1Cc1cccs1 | -2 | 124 | 127 | -0.1 | 121 | 99 | 113 | 95
COc1cc(C(=O)N/N=C(\Cc2ncc[nH]2)c2ccccc2)cc(OC)c1OC | 6 | 98 | 107 | 0.1 | 98 | 97 | 103 | 107
O=C1CSC(c2ccccc2Br)N1c1ccc(Cl)cn1 (configuration not stated) | 1 | 105 | 103 | 0.0 | 107 | 99 | 102 | 102
Cc1nc(C)n(CC(O)COc2ccc(C(=O)c3ccccc3)cc2)n1 (configuration not stated) | 1 | 82 | 95 | 0.0 | 92 | 95 | 97 | 94
CCc1nc2ccc(C(=O)N3CCN(CC)CC3)cc2nc1CC | 2 | 98 | 97 | -0.1 | 99 | 108 | 107 | 103
Cc1cc(=O)oc2cc(OCC3CC(c4ccc(Cl)cc4)=NO3)ccc12 (configuration not stated) | -9 | 89[may fluoresce red and violet] | 97 | 0.0 | 98 | 83[may fluoresce red and violet] | 100 | 99
COc1ccc([C@H]2[C@H](C(=O)C(C)(C)C)N3N=Cc4ccccc4C3[C@]23N=C(c2ccccc2)OC3=O)cc1 (some centres not stated) | 10 | 100 | 110 | 0.8* | 92 | 100 | 91 | 97
CC1CCN(S(=O)(=O)c2cnc[nH]2)CC1 | 1 | 101 | 110 | 0.4 | 104 | 103 | 106 | 99
CN(CCc1ccccc1)C(=O)c1cccc(NC(=O)Cc2ccc([N+](=O)[O-])cc2)c1 | 0 | 105 | 102 | -0.5 | 96 | 105 | 94 | 102
Cc1cc(C(=O)COC(=O)CC2Sc3ccccc3NC2=O)c(C)n1-c1ccc2c(c1)OCO2 (configuration not stated) | 8 | 96 | 88 | 0.1 | 108 | 103 | 102 | 105
COc1ccc(NC(=S)NC(NC(=O)CCl)C(Cl)(Cl)Cl)c([N+](=O)[O-])c1 (configuration not stated) | 7 | 91 | 99 | 0.1 | 99 | 102 | 103 | 105
CCOC(=O)N1CCN(C(=O)c2ccc3nc(SCc4ccc(F)cc4)n(C)c3c2)CC1 | -2 | 112 | 137 | 0.2 | 26 | 120 | 99 | 90
c1ccc(N2CCN(c3nnnn3-c3ccccc3)CC2)cc1 | -4 | 110 | 112 | 0.0 | 102 | 114 | 107 | 103
COc1ccc(-c2cc(C(=O)NC3=NCCS3)c3ccccc3n2)cc1OC | 67* | 108 | 117 | -0.1 | 103 | 105 | 104 | 91
Cc1noc(C)c1S(=O)(=O)NCc1cccc(Cl)c1 | -1 | 96 | 102 | -0.3 | 99 | 98 | 96 | 98
CN(C)/C=N/c1ncc(C(=O)c2ccc(Cl)cc2Cl)s1 | 0 | 103 | 95 | 0.1 | 99 | 93 | 90 | 97
C[C@@H]1CN(C2CCN(Cc3nc(C(c4ccccc4)c4ccccc4)no3)CC2)C[C@H](C)O1 | -3 | 96 | 100 | 0.2 | 94 | 98 | 99 | 101
COc1ccc(S(=O)(=O)N2CCN(c3cnccn3)CC2)cc1 | 0 | 97 | 99 | 0.1 | 105 | 110 | 111 | 101
Cc1cccnc1NC(=O)c1ccc(S(=O)(=O)N2CC(C)OC(C)C2)cc1 (configuration not stated) | 1 | 97 | 98 | -0.1 | 97 | 100 | 102 | 104
CCCCOc1ccccc1C1C(C(N)=O)=C(C)Nc2nnnn21 (configuration not stated) | 6 | 94 | 97 | -0.1 | 94 | 100 | 89 | 93
CCc1noc(C)c1C(=O)Nc1sc(C(=O)N(C)C)c(C)c1C#N | 2 | 102 | 98 | 0.3 | 102 | 95 | 106 | 98
COc1ccc(-c2nc(C#N)c(NCCc3ccccc3)o2)cc1OC | 17 | 94 | 102 | 0.0 | 97 | 102 | 103 | 98
O=S(=O)(c1cccc(F)c1)N1CCN(Cc2ccc3c(c2)OCO3)CC1 | 2 | 99 | 87 | -0.2 | 93 | 93 | . | 98
CCN1CCN(C(=O)C2c3cc(OC)c(OC)cc3C(=O)N(C)C2c2ccc(SC)cc2)CC1 (configuration not stated) | 1 | 103 | 72 | -0.2 | 109 | 103 | . | 108
COc1cccc(C(=O)N/N=C2\SCC(=O)N2Cc2ccc3c(c2)OCO3)c1 | 9 | 96 | 118 | 0.0 | 93 | 100 | 99 | 94
C=C(C)CN(CC)C(=O)CN1C(=O)NC(C)(c2ccc3ccccc3c2)C1=O (configuration not stated) | 0 | 103 | 85 | -0.1 | 113 | 104 | 111 | 102
CC(=O)N1CCN(c2ccc(NCc3ccco3)cc2)CC1 | 4 | 106 | 85 | -0.1 | 99 | 98 | 97 | 102
COc1ccc(-n2nnnc2S(=O)(=O)CC(=O)N2CCCCC2)cc1 | 1 | 110 | 102 | -0.2 | 99 | 96 | 93 | 98
COc1ccc(CN2CCNC(=O)C2CC(=O)N(C)Cc2ccno2)c(F)c1 (configuration not stated) | 1 | 104 | 102 | -0.2 | 102 | 103 | 96 | 101
CCCCS(=O)(=O)Nc1ccc(N2CCOCC2)c(S(=O)(=O)N2CCOCC2)c1 | 4 | 79 | 145 | -0.1 | 98 | 107 | 97 | 114
O=C(NNC(=O)c1ccccc1[N+](=O)[O-])c1ccc(NS(=O)(=O)c2cccs2)cc1 | 0 | 87 | 126 | 0.2 | 99 | 96 | 105 | 104
CCOc1ccc(-c2nnc(SCC(=O)N(CC)CC)n2N)cc1 | 2 | 84 | 86 | 0.3 | 91 | 92 | 75 | 93
CCN(C(=O)COC(=O)C1CCN(S(=O)(=O)c2ccc3c(c2)OCCO3)CC1)C1CCS(=O)(=O)C1 (configuration not stated) | -1 | 103 | 94 | 0.1 | 106 | 95 | 102 | 98
CC(C)(C)c1cc(CCC(=O)NCC2CCCO2)cc(C(C)(C)C)c1O (configuration not stated) | -4 | 95 | 101 | 0.1 | 98 | 102 | 99 | 100
COc1ccc(CCNC(=O)c2nnc(Cc3ccc(Cl)cc3)o2)cc1OC | 11 | 93 | 101 | -0.1 | 97 | 95 | 100 | 99
CCSc1ncnc2c1oc1ccccc12 | -5 | 101 | 84 | -0.3 | 110 | 109 | 106 | 103
O=C(COC(=O)CNC(=O)c1ccccc1Cl)Nc1ncc(C(F)(F)F)cc1Cl | 5 | 89 | 101 | 0.2 | 97 | 106 | 96 | 104
CC1CCCCN1C(=O)CCC(=O)Nc1nnc(C(F)(F)F)s1 (configuration not stated) | 2 | 105 | 110 | 0.0 | 108 | 98 | 101 | 99
CCc1cc(=O)oc2c(CN3CCN(C)CC3)c(O)ccc12 | 3 | . | 95 | 0.0 | 87 | 88 | 92 | 82
COc1ccc(CCN(Cc2cc3cc(C)c(C)cc3nc2Cl)C(=O)C2CC2)cc1 | -1 | 98 | 118 | 0.1 | 104 | 99 | 95 | 99

Assay outcomes as filed in PubChem BioAssay.
